# Source: PubChem BioAssay (several laboratories)
# ssDAF12 agonist = S. stercoralis DAF-12 nuclear receptor activators, primary screen, cell-based, luminescence, HEK293, GRIP1 co-expression, lit1-tk-luc | 1% of 370,000 active | Nuclear hormone receptor DAF-12 (Strongyloides stercoralis) | HEK293 ssDAF-12/GRIP1 lit1-tk-luc reporter; % of 3 µM dafachronic acid response | activation, % at 6.8 µM;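 active = activation above the mean over all tested compounds plus 3 SD, cut at about 0.9% in these data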;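 also: 0% = DMSO-only wells and 100% = 3 µM delta7-dafachronic acid wells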
# hgDAF-12 ag = H. glycines DAF-12 receptor agonists, primary screen, cell-based, luminescence, HEK293, GAL4 fusion, UAS-luciferase; activation, % at 6.8 µM; HEK293 GAL4-hgDAF12 UAS-luciferase reporter, agonist luminescence; normalized to butyrate control; 1.8% of 370,000 active; Nuclear hormone receptor DAF-12 (Heterodera glycines), GAL4 fusion; AID 687014, 2013;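 active = activation above a cutoff set at the mean of all screened compounds plus 3 SD, cut at about 10% in these data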;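 also: 0% = DMSO wells and 100% = sodium butyrate wells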
# GC-A act = GC-A stimulated cGMP production enhancers – HEK293 GC-A cells, cGMP TR-FRET, EC30 ANP, primary screen. Atrial natriuretic peptide receptor 1 (Homo sapiens), P16066. 0% at EC30 ANP, 100% saturating ANP. activation, % at 10 µM. 0.14% of 370,000 active. AID 1671463, 2021; in the data active = activation above about 40%
# hcDAF-12 act = H. contortus DAF-12 nuclear receptor activators, primary screen, cell-based, luminescence, HEK293, lit1-tk-luc reporter; HEK293 hcDAF-12 lit1-tk-luc reporter; 0% DMSO, 100% Δ7-dafachronic acid; activation, % at 6.8 µM; AID 652067, 2013; 1.4% of 370,000 active;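 active = activation above the mean of all tested compounds plus 3 SD, cut at about 5.5% in these data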;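 also: 100% = response to 3 µM Δ7-dafachronic acid high control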
# GAA850 FXN act = FXN promoter activators, primary screen, cell-based, luciferase luminescence, HEK293 lucGAA850; HEK293 lucGAA850 FXN promoter luciferase reporter, 24 h; percent of 10 µM SAHA response; activation, % at 6 µM; 0.56% of 360,000 active; AID 540364, 2011;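 active = activation above the average of all compounds screened plus 3 SD, cutoff fixed separately per campaign, cut at about 7.5% in these data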;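 also: 0% = DMSO wells and 100% = 10 µM SAHA wells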
# DAX1 inh-1 = DAX1 (NR0B1) inhibitors on StAR promoter, primary screen, cell-based, luminescence, SF-1 (NR5A1), full-length DAX-1; HEK293T StAR-luciferase reporter, SF-1/DAX-1 repression relief; inhibition, % at 6.8 µM; 1.1% of 370,000 active; AID 652010, 2013;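 active = inhibition above the mean over all tested compounds plus 3 SD, cut at about 3.6% in these data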;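 also: 0% = DAX-1 cells with DMSO and 100% = cells lacking DAX-1 with DMSO; higher inhibition means more luminescence from relief of DAX-1 repression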
# DAX1 inh-2 = DAX1 (NR0B1) inhibitors, primary screen, cell-based, HEK293, Gal4-DAX1, luciferase luminescence; Nuclear receptor subfamily 0 group B member 1 (Homo sapiens), P51843; HEK293 Gal4-DAX1 luciferase reporter; inhibition, % at 6.75 µM; 0.99% of 340,000 active; AID 504766, 2011;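 active = inhibition above the mean over all tested compounds plus 3 SD, cut at about 4.2% in these data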;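 also: 0% = DAX1-transfected cells with DMSO and 100% = empty-vector control cells with DMSO; inhibition shows as a rise in luminescence from relieved DAX1 repression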
# Target sequence (P51843 207-470 limits assumed): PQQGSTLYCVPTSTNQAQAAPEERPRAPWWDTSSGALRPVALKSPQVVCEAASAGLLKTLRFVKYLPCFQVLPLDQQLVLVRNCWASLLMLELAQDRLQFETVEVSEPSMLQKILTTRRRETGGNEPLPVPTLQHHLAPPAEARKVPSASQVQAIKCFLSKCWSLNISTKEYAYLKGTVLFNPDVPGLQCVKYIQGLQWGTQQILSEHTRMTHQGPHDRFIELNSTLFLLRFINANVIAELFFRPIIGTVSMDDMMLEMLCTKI
# GC-B act = human GC-B receptor activators, primary screen, HEK293 GC-B cells, cGMP TR-FRET, EC30 CNP. activation, % at 10 µM. Atrial natriuretic peptide receptor 2 (Homo sapiens), P20594. AID 1920062, 2024. 0.11% of 370,000 active. 0% at EC30 CNP, 100% saturating CNP;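 active = activation at 10 µM reaching about 35% in either raw or pattern-adjusted values, limit read from the data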
# sPLA2-III inh = human group III sPLA2 inhibitors, primary screen, biochemical, QFRET, BODIPY PC-A2 liposome substrate; Group 3 secretory phospholipase A2 (Homo sapiens), Q9NZ20; QFRET BODIPY PC-A2 liposome hydrolysis, fluorescence; inhibition, % at 12.2 µM; 0.56% of 370,000 active;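 active = inhibition above mean plus 3 SD of compounds lying within the high and low control bounds, cut at about 19% in these data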;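 also: 0% = median of test compound wells and 100% = no enzyme DMSO wells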
# SMARCA2 act = SMARCA2 (BRM) function activators, primary screen, cell-based, luminescence, high throughput; MG213 cells, MMTV-luciferase reporter, dexamethasone, overnight; activation, % at 9.1 µM; 1% of 370,000 active; in the data active = activation above about 7.8%;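 also: 0% = vehicle wells and 100% = reference activator wells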
# ADAM10 inh = human ADAM10 inhibitors, primary screen, biochemical, QFRET, HTS; Disintegrin and metalloproteinase domain-containing protein 10 (Homo sapiens), O14672; recombinant ADAM10, EDANS/DABCYL FRET peptide cleavage, 3 h; inhibition, % at 7 µM; 0.62% of 370,000 active; AID 720582, 2013;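 active = inhibition above a per-campaign cutoff equal to the mean of compounds falling between control-based bounds plus 3 SD, cut at about 20% in these data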;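 also: 0% = DMSO wells while the 100% control is not disclosed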
# Target sequence (O14672 214-748 limits assumed): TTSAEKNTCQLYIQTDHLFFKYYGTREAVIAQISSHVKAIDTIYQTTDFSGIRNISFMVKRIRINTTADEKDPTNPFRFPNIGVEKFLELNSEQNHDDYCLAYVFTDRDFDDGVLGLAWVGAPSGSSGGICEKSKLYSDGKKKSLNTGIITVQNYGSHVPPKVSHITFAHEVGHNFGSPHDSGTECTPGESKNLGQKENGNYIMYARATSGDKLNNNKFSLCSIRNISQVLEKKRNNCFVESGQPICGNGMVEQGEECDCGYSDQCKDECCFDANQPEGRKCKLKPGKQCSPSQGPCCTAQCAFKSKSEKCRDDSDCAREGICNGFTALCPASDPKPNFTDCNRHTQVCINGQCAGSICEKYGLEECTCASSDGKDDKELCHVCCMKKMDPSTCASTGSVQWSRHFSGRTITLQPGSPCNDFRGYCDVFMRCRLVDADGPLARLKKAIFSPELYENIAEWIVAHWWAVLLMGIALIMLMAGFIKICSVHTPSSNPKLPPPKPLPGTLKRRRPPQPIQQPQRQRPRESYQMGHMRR
# * marks the source's active call; other numbers are inactive results; nt = not tested or not shown.
SMILES,ssDAF12 agonist,hgDAF-12 ag,GC-A act,hcDAF-12 act,GAA850 FXN act,DAX1 inh-1,DAX1 inh-2,GC-B act,sPLA2-III inh,SMARCA2 act,ADAM10 inh
CCOc1cccc(CNn2cnnc2)c1OCc1ccccc1Cl,-1.1,-1.2,0,-1.4,-0.2,-0.5,-0.3,-6,0,0,10
CCCCCCCCN1C(=O)[C@@H](CC(=O)NCCCOCCCC)C[C@@]2(C(=O)OC)C1=C[C@H](COCc1ccccc1)O[C@@H]2C,-1.6,2.5,-9,0.8,nt,-0.6,nt,-2,-16,0,6
COc1ccccc1NC(=O)C(C)OC(=O)CC1CCCC1 (centres undefined),-1.6,-0.1,-3,0.4,-0.8,-0.1,0.8,1,2,2,-6
CC(C)Cc1cc(C(=O)N2CCCC(CO)(Cc3ccc(F)cc3F)C2)n[nH]1 (centres undefined),-1.5,-2.8,1,-0.7,0.3,-1.2,0.0,2,-9,-3,-1
CSCCC(NC(=O)c1ccc(Cl)cc1Cl)C(=O)OCC(N)=O (centres undefined),-1.6,1.0,0,-1.9,0.2,-0.5,-1.1,0,2,-2,0
O=c1[nH]c2ccccc2nc1/C=C(\O)C(F)F,-0.5,-0.4,0,2.1,-2.2,1.1,-0.7,0,4,-2,-80
CCOC(=O)C1=CC[C@@H](c2ccc(F)cc2)N(S(=O)(=O)c2ccc(C)cc2)[C@H]1c1ccccc1,-0.3,0.1,-6,-0.9,nt,-2.5,nt,0,-1,-6,-7
COc1ccc(-n2ccn3c(CCC(=O)N4CCN(c5cccc(C)c5C)CC4)nnc3c2=O)cc1,-1.5,-0.8,-2,1.2,0.7,0.8,1.2,0,2,-2,-5
COc1cccc2sc(Nc3nc(-c4cc5ccccc5oc4=O)cs3)nc12,-2.1,-1.5,5,-2.3,-2.8,-1.8,-0.5,0,-4,-3,-3
N#C/C=C/N1CCN(Cc2ccc3c(c2)OCO3)CC1,-1.1,-0.9,7,-1.3,0.3,0.0,0.5,5,0,2,-1
Cc1ccc(S(=O)(=O)NC(=O)Nc2cc(C)on2)cc1,-1.2,1.8,2,-1.5,2.7,-0.2,0.7,2,4,-2,-2
Cc1ccc(CCNC(=O)C2CC(c3cccc(F)c3)=NO2)cc1 (centres undefined),-1.5,2.4,0,-2.2,0.0,-0.1,-0.6,2,8,0,-4
Cc1cc(C)c(S(=O)(=O)N(C)CC(=O)NCc2cccnc2)c(C)c1,-0.5,-0.6,0,-1.6,0.1,0.2,-0.2,-6,11,-3,-14
CCCn1c(CN2CCN(C(=O)c3ccco3)CC2)nc2cc(S(=O)(=O)N(C)C)ccc21,-1.2,-0.3,-2,-0.8,4.0,0.3,-1.0,-5,-7,0,-35
Cc1cc(C(=O)OCC(=O)Nc2cccnc2Cl)c2ccccc2n1,-0.6,1.3,-1,-0.7,-0.2,-0.5,-1.4,3,-1,-5,-27

# Record cards, as listed above.
# `COc1cccc2sc(Nc3nc(-c4cc5ccccc5oc4=O)cs3)nc12` across the screens: ssDAF12 agonist = -2.1; hgDAF-12 ag = -1.5; GC-A act = 5; hcDAF-12 act = -2.3; GAA850 FXN act = -2.8; DAX1 inh-1 = -1.8; DAX1 inh-2 = -0.5; GC-B act = 0; sPLA2-III inh = -4; SMARCA2 act = -3; ADAM10 inh = -3
# `O=c1[nH]c2ccccc2nc1/C=C(\O)C(F)F` across the screens: ssDAF12 agonist = -0.5; hgDAF-12 ag = -0.4; GC-A act = 0; hcDAF-12 act = 2.1; GAA850 FXN act = -2.2; DAX1 inh-1 = 1.1; DAX1 inh-2 = -0.7; GC-B act = 0; sPLA2-III inh = 4; SMARCA2 act = -2; ADAM10 inh = -80

# (listing goes on)
SMILES,ssDAF12 agonist,hgDAF-12 ag,GC-A act,hcDAF-12 act,GAA850 FXN act,DAX1 inh-1,DAX1 inh-2,GC-B act,sPLA2-III inh,SMARCA2 act,ADAM10 inh
CC#CC(=O)N1CCCC(C(=O)c2ccc(SC)cc2)C1 (centres undefined),-1.2,-1.7,1,-1.4,-0.5,-0.5,0.1,-2,-4,3,-1
CCCc1nc2sc3ccccc3c(=O)c2c(=O)n1Cc1ccc(OC)cc1,-1.4,-0.5,7,1.1,4.0,0.2,nt,4,-1,7,2
O=C(Nc1cccc(S(=O)(=O)N2CCOCC2)c1)c1cc2c(s1)CCC2,-0.8,1.1,0,-1.5,-1.4,-0.1,-1.3,-1,-1,1,7
COc1ccc(NC(=O)CSc2nc3ccc(Nc4nc(N5CCOCC5)nc(N5CCOCC5)n4)cc3s2)cc1,-1.2,2.8,-6,-0.6,1.9,-0.3,-0.6,1,2,-2,-2
CC(Oc1ccc(-c2ccccc2)c(F)c1)c1ccn(S(=O)(=O)c2ccc(Cl)cc2)n1 (centres undefined),-1.4,-1.5,2,-1.7,3.4,-0.7,-1.6,4,7,8,2
O=C(Nc1ccc(S(=O)(=O)NCCc2ccccc2)cc1)c1ccc(Br)o1,-1.9,-1.9,-4,-1.7,-0.5,-1.1,-0.3,-3,-37,-4,21*
Cc1ccc(S(=O)(=O)NCC(c2ccco2)S(=O)(=O)c2ccccc2)cc1 (centres undefined),-1.0,-0.9,-1,-1.5,0.2,-0.2,-0.2,-1,-18,-1,-2
Cc1ccc(N2C(=O)CC(C)(C)CC2=O)cc1Cl,-1.7,-1.1,-1,-2.1,0.3,-0.3,1.6,3,12,0,2
O=C(OCC(=O)N1CCN(c2ccccc2)CC1)c1cc(Cl)ccc1[N+](=O)[O-],-0.8,-2.8,-7,-0.7,-1.0,-4.3,-0.4,-4,3,-3,-6
O=C1COc2ccc(C(=O)COC(=O)CCCOc3ccccc3)cc2N1,-1.1,0.1,0,-0.8,2.8,2.0,0.0,0,-8,-3,-13
Cc1cccc(C(=O)c2cnc3ccccc3c2-c2ccccc2)c1,-0.8,-1.6,-11,-0.8,0.8,0.0,-0.1,-4,-1,-2,5
COc1ccc(N2CC(C(=O)Nc3cc(C(F)(F)F)ccc3N3CCCC3)CC2=O)c(OC)c1 (centres undefined),-1.2,3.2,-7,-0.9,-4.7,-4.2,3.0,-1,-3,-1,-1
CCOc1ccc(-c2nc(C#N)c(NCc3ccc4c(c3)OCO4)o2)cc1,-0.9,2.8,16,-1.6,2.2,-0.8,1.5,-5,2,0,-68
Clc1ccc(OCc2nn3c(C4CCCCC4)nnc3s2)cc1,-1.3,-2.3,2,-1.8,5.4,-0.7,0.0,-4,-8,-2,19
NC(=O)/C=C\C(=O)Nc1cccc(C(F)(F)F)c1,-2.6,-9.5,2,-4.9,-1.9,-2.5,-4.0,0,6,1,-7

# Copied from the list:
# For DAX1 inh-1, `NC(=O)/C=C\C(=O)Nc1cccc(C(F)(F)F)c1` has -2.5
# For sPLA2-III inh, `O=C(OCC(=O)N1CCN(c2ccccc2)CC1)c1cc(Cl)ccc1[N+](=O)[O-]` has 3
# For hgDAF-12 ag, `O=C(Nc1ccc(S(=O)(=O)NCCc2ccccc2)cc1)c1ccc(Br)o1` has -1.9
# For hcDAF-12 act, `Clc1ccc(OCc2nn3c(C4CCCCC4)nnc3s2)cc1` has -1.8
# For hgDAF-12 ag, `O=C(Nc1cccc(S(=O)(=O)N2CCOCC2)c1)c1cc2c(s1)CCC2` has 1.1

# Other results:
SMILES,ssDAF12 agonist,hgDAF-12 ag,GC-A act,hcDAF-12 act,GAA850 FXN act,DAX1 inh-1,DAX1 inh-2,GC-B act,sPLA2-III inh,SMARCA2 act,ADAM10 inh
COc1ccc(S(=O)(=O)N(CCc2ccccc2)CC(=O)NCCCO)cc1,-1.5,-3.0,8,-2.2,-0.1,-0.1,0.9,0,-6,-2,0
Cc1ccc(C(C(=O)NC(C)(C)C)N(Cc2ccccc2)C(=O)c2snc(C(N)=O)c2N)o1 (centres undefined),-1.6,-6.1,-30,-1.5,-0.8,-0.1,-1.2,-18,2,0,-12
O=C(CSc1nccc(=O)[nH]1)Nc1ccc(Br)c(Cl)c1,-1.7,0.3,0,-0.2,0.1,0.0,0.2,1,-8,1,-1
CCCC(=O)Nc1nnc(Sc2ccc(N(C)C)cc2)s1,-0.9,-2.3,1,-0.5,-1.6,0.8,2.0,4,4,2,0
O=C1C(=O)N(Cc2cccnc2)C(c2cccc(O)c2)/C1=C(\O)c1ccc2c(c1)OCCO2 (centres undefined),-1.3,3.0,2,0.2,1.1,2.0,0.5,-4,5,1,-1
Cc1cccc(C)c1OCC(O)CN1CCN(c2ccccc2)CC1 (centres undefined),-2.3,1.2,2,-0.3,1.3,0.4,-0.1,4,-4,-1,1
Cc1ccc(S(=O)(=O)N2CCC(C(=O)N3CCC[C@H]3C(=O)NCc3ccco3)CC2)cc1,-1.3,-2.0,3,-0.5,-2.2,-0.5,1.7,0,2,-1,-8
CC1(C(=O)OCC(=O)NC(=O)NCc2ccccc2)CC1(Cl)Cl (centres undefined),-1.5,-0.6,1,-1.0,-1.5,0.7,2.9,2,-8,0,-3
COCCNC(=O)CSc1nc(N)c(NC(=O)c2ccco2)c(=O)[nH]1,-1.4,0.3,4,2.6,0.7,2.2,0.5,1,2,-5,-27
O=c1ccc2cc3c([nH]c4ccc(Br)cc43)oc-2c1O,0.3,1.4,32,2.5,-0.9,0.2,-0.4,-15,43*,-1,17
Cc1nc(-c2ccc(C(=O)Nc3cccc(F)c3)cc2)cs1,-1.9,-2.4,4,-2.4,-3.9,-1.1,-8.4,-1,-6,-4,0
Cc1ccc(C(=O)Nc2ccc(F)cc2F)o1,-0.3,1.6,-2,0.0,0.9,-0.1,-0.1,-1,5,-2,4
Cc1ccc(NC(=O)c2ccc3ncsc3c2)cc1S(=O)(=O)N(C)C,0.3,20*,-1,3.8,nt,3.3,nt,-5,-10,4,-10
COc1cc(C(=O)O/N=C(\N)c2ccc([N+](=O)[O-])cc2)cc(OC)c1OC,-1.4,7.0,-2,-0.1,1.4,0.1,0.2,-1,-1,1,6
CCc1ccccc1NC(=O)Cn1cccc1C1=NC(c2ccccc2)CO1 (centres undefined),-1.0,0.2,3,-0.6,-3.6,0.7,-0.1,-2,6,2,3
C/C(=N\OCC(=O)Nn1c(C)nc2ccccc2c1=O)c1ccccc1,-1.1,-1.6,-2,-0.2,-2.0,-0.1,-0.2,0,-11,-2,-1
CCN(CC)CCCN1C(=O)C(=O)/C(=C(/O)c2ccc(C)cc2)C1c1ccccn1 (centres undefined),-0.8,0.5,1,-0.4,1.4,0.0,0.7,3,4,6,3
